Screening data: PubChem BioAssay, several laboratories
NF-kB expr up = compounds increasing NF-kB expression in human neuronal cells. NF-kB reporter expression; stronger effect = higher value. fold change at 12.5 µM. hit rate 1.6% among 190,000. AID 1239; in the data active = fold change above about 3.3
ROMK mod = modulators of human ROMK potassium channel; AID 1918; hit rate 2% among 130,000; Tet-inducible ROMK, thallium flux fluorescence; actives lie on both sides; B-score at 10 µM;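 active = signal ratio slope over the read window, or its plate-corrected B-score, at least 3 SD from the plate mean, either direction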;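 note: B-score of the F/F0 ratio slope over 7 to 12 s after thallium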
Target sequence (P48048 whole entry, looked up): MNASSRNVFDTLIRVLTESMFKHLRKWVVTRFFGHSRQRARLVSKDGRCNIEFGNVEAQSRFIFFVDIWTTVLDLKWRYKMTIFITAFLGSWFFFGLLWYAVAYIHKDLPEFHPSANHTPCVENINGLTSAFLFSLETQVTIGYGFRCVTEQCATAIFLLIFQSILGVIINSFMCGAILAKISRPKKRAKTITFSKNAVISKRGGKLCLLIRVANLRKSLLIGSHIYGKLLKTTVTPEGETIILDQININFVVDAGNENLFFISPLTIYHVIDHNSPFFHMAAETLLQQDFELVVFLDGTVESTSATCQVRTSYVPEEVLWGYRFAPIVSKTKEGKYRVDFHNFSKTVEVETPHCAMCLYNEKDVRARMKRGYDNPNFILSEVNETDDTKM
FLuc inhib CS = Photinus pyralis luciferase inhibition counter-screen. P08659. ATPLite firefly luciferase biochemical luminescence, 10 min. inhibition, % at 10 µM. hit rate 1.5% among 200,000. AID 1006;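 active = inhibition above about 50% when tested at 10 µM, limit read from the data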
Target sequence (P08659 whole entry, looked up): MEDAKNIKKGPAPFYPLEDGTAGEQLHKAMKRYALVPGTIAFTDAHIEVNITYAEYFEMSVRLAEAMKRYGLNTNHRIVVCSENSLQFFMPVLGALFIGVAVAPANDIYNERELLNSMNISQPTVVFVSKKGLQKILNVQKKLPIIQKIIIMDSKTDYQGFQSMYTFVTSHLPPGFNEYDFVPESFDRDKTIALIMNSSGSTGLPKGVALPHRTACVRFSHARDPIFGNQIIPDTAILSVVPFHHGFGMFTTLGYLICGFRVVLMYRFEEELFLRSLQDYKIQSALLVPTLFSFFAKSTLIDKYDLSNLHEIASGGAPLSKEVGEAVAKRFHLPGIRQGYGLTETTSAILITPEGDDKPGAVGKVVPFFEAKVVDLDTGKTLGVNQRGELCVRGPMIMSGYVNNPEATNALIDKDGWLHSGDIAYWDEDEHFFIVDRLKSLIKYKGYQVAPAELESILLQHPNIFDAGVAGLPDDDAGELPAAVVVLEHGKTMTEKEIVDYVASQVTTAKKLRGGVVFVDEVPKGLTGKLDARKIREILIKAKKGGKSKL
STAT3 inh = STAT3 signaling inhibition; hit rate 0.89% among 190,000; inhibition, % at 5.5 µM; U3A cells, IL-6 STAT3-luciferase reporter, luminescence; host cell line lacks STAT1; AID 862;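 active = inhibition above the mean inhibition across all screened compounds plus 3 SD, cut at about 44% in these data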;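 note: 0% = DMSO only wells and 100% = 100 µM nifuroxazide control wells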
FLuc stim CS = firefly luciferase counter-screen for stimulation assays; 200,000 tested, under 10 active; ATPlite luciferase biochemical, luminescence, 10 min; 0 = ATP-free wells, 1 = DMSO control; AID 1027; activation factor at 10 µM;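 active = luciferase activation factor, scaled between plate controls, of at least 2 with compound at 10 µM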
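test system = cell-free luciferase reagent | medium = PBS as buffer for the ATP substrate | dosing = test compounds dosed from 2 mM stocks in 100% DMSO | incubation = 10 min at ambient temperature | detection = luminescence measurement of luciferase light output | benchmarks = low control with PBS replacing ATP, high control enzyme plus ATP without compound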
STAT1 activator = STAT1 signaling activation | activation (% of control), % at 5.5 µM | NIH 3T3 STAT1-luciferase reporter, IFN-gamma, luminescence; 100% = IFN-gamma alone, no compound | hit rate 2.6% among 200,000;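 active = activation above the screen-wide mean activation plus 3 SD, cut at about 130% in these data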;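 note: raw ratio to IFN-gamma control signal so 100% means no change and 0% no light; values of inactives mirror those of a sister screen read the other way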
STAT3 activator = activators of IL-6 induced STAT3 signaling; activation (% of control), % at 5.6 µM; hit rate 0.91% among 190,000; U3A cells, IL-6 STAT3-luciferase reporter, luminescence; 100% = signal with IL-6 EC80 alone;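 active = activation above the screen-wide mean of compound activation plus 3 SD, cut at about 130% in these data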;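 note: 0% = background luminescence of wells with medium and substrate only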
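Detection: reporter luminescence signal / Assay system: STAT1-lacking human U3A cells, STAT3 luciferase reporter / Incubation: compound pre-incubation 1 h before IL-6, then 6 h stimulation at 37 °C / Control set: IL-6-only high control / Read-out: % activation relative to IL-6 control / Probe or stimulus: Interleukin-6, 33 ng/mL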
STAT1 blocker = STAT1 signaling inhibition; NIH 3T3 STAT1-luciferase reporter, IFN-gamma, luminescence; inhibition, % at 5.5 µM; hit rate 0.35% among 200,000;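 active = inhibition above a set limit, the mean inhibition across all tested compounds plus 3 SD, cut at about 34% in these data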;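 note: 0% = IFN-gamma with DMSO and 100% = IFN-gamma with 300 µM nifuroxazide; values of inactives mirror those of a sister screen read the other way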
APP transl inh = APP translation inhibition. inhibition, % at 2 µM. SH-SY5Y APP 5'UTR-luciferase reporter, luminescence. AID 1285. hit rate 0.82% among 190,000;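 active = inhibition above a set limit, derived from the sample mean plus 3 SD, cut at about 45% in these data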; note: values of inactives mirror those of a sister screen read the other way
APP 5'UTR act = APP 5'UTR luciferase reporter activation. AID 1276. SH-SY5Y APP 5'UTR luciferase reporter, luminescence; zero percent = DMSO vehicle wells. hit rate 1% among 190,000. activation, % at 2 µM;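 active = activation above a set limit, based on mean plus 3 SD of controls, cut at about 140% in these data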; note: values of inactives mirror those of a sister screen read the other way
* marks the source's active call; other numbers are inactive results. An unsorted share of the library; about 7.1% have a hit in one of these screens.

Screening Cc1nn(Cc2ccccc2)c(C)c1C(=O)OCC(=O)c1cc(C)n(CC(F)(F)F)c1C returned NF-kB expr up 1.2, ROMK mod -0.62, FLuc inhib CS -3, STAT3 inh -4, FLuc stim CS 1, STAT1 activator 105, STAT3 activator 103, STAT1 blocker -5, APP transl inh 2 and APP 5'UTR act -2.
Screening COc1ccc(S(=O)(=O)N2CCC(C(=O)Nc3ccccc3C)CC2)c2cccnc12 returned NF-kB expr up 0.89, ROMK mod -1, FLuc inhib CS -1, STAT3 inh -1, FLuc stim CS 1, STAT1 activator 93, STAT3 activator 99, STAT1 blocker 7, APP transl inh -2 and APP 5'UTR act 2.
`COc1ccccc1NCCC#N` gave NF-kB expr up 0.89, FLuc inhib CS -10, STAT3 inh 14, FLuc stim CS 1.1, STAT1 activator 96, STAT3 activator 95, STAT1 blocker 4, APP transl inh 0 and APP 5'UTR act 0.
CN1CCN(S(=O)(=O)c2cccc(C(=O)NC3CCCc4ccccc43)c2)CC1 (stereo unspecified) was read as NF-kB expr up 1.1, FLuc inhib CS -1, STAT3 inh 2, FLuc stim CS 1, STAT1 activator 96, STAT3 activator 104, STAT1 blocker 3, APP transl inh -6 and APP 5'UTR act 6.
Screening O=C(NC1CCN(Cc2ccccc2)CC1)c1ccc(N2CC3CC(C2)c2cccc(=O)n2C3)c([N+](=O)[O-])c1 (stereo unspecified) returned NF-kB expr up 0.99, ROMK mod -0.11, FLuc inhib CS -4, STAT3 inh 5, FLuc stim CS 1, STAT1 activator 100, STAT3 activator 103, STAT1 blocker -1, APP transl inh 18 and APP 5'UTR act -18.
Screening COCCNCCCOc1ccc(Cl)cc1Br returned NF-kB expr up 1.3, ROMK mod -2.1, FLuc inhib CS -8, STAT3 inh 10, FLuc stim CS 1.1, STAT1 activator 102, STAT3 activator 96, STAT1 blocker -3, APP transl inh 5 and APP 5'UTR act -5.
For Cc1cc(C)cc(NC(=O)CSc2nc3ccncc3[nH]2)c1 the results were NF-kB expr up 0.93, FLuc inhib CS -6, STAT3 inh 17, FLuc stim CS 1.1, STAT1 activator 99, STAT3 activator 93, STAT1 blocker 1, APP transl inh 7 and APP 5'UTR act -7.
Screening C[C@H](NC(=O)Cc1cccc2ccccc12)C(=O)N1CCCN(C)CC1 returned NF-kB expr up 0.97, ROMK mod 1.2, FLuc inhib CS -1, STAT3 inh 5, FLuc stim CS 1, STAT1 activator 104, STAT3 activator 101, STAT1 blocker -5, APP transl inh 6 and APP 5'UTR act -6.
For O=[N+]([O-])c1cc(Cl)ccc1N1CCOCC1 the results were NF-kB expr up 1.1, ROMK mod -0.27, FLuc inhib CS 1, STAT3 inh 7, FLuc stim CS 1, STAT1 activator 98, STAT3 activator 96, STAT1 blocker 1, APP transl inh -5 and APP 5'UTR act 5.
CCOC(=O)c1ccc(NC(=O)COc2ccc(S(=O)(=O)NC(C)C)cc2)cc1 was read as NF-kB expr up 1.2, FLuc inhib CS -8, STAT3 inh 11, FLuc stim CS 1.1, STAT1 activator 92, STAT3 activator 90, STAT1 blocker 9, APP transl inh -4 and APP 5'UTR act 4.
Screening COc1cc(OC)cc(C(=O)NCC(=O)OCC(=O)c2cc(C)n(Cc3ccco3)c2C)c1 returned NF-kB expr up 1, ROMK mod -0.49, FLuc inhib CS -1, STAT3 inh -13, FLuc stim CS 1, STAT1 activator 101, STAT3 activator 115, STAT1 blocker -1, APP transl inh -22 and APP 5'UTR act 22.
Screening Cc1onc(-c2c(F)cccc2Cl)c1C(=O)OCC(=O)NC(N)=O returned NF-kB expr up 0.97, ROMK mod 0.088, FLuc inhib CS 2, STAT3 inh 2, FLuc stim CS 1, STAT1 activator 94, STAT3 activator 100, STAT1 blocker 5, APP transl inh 3 and APP 5'UTR act -3.
`O=C(CN1C(=O)NC2(CCCC2)C1=O)N1CCN(C(=O)c2ccco2)CC1` gave NF-kB expr up 1.2, FLuc inhib CS -7, STAT3 inh 6, FLuc stim CS 1.1, STAT1 activator 104, STAT3 activator 99, STAT1 blocker -5, APP transl inh -12 and APP 5'UTR act 12.
Screening O=C(CCNS(=O)(=O)c1ccc(Cl)cc1)NCc1cccnc1 returned NF-kB expr up 1, FLuc inhib CS -7, STAT3 inh 9, FLuc stim CS 1.1, STAT1 activator 97, STAT3 activator 97, STAT1 blocker 4, APP transl inh -2 and APP 5'UTR act 2.
For CCCOc1ccc(N2C(=O)CC(N(C(=O)c3ccco3)c3ccc(OCCC)cc3)C2=O)cc1 (stereo unspecified) the results were NF-kB expr up 1.4, FLuc inhib CS -3, STAT3 inh 4, FLuc stim CS 1, STAT1 activator 93, STAT3 activator 98, STAT1 blocker 5, APP transl inh 7 and APP 5'UTR act -7.
For O=C(Nc1ccc(O)cc1)/C(=C\c1cccs1)NC(=O)c1ccccc1 the results were NF-kB expr up 1.3, FLuc inhib CS 0, STAT3 inh -2, FLuc stim CS 1, STAT1 activator 94, STAT3 activator 104, STAT1 blocker 7, APP transl inh 11 and APP 5'UTR act -11.
For C(=N/Nc1nc(-c2ccccc2)cc(-c2ccccc2)n1)/c1cccnc1 the results were NF-kB expr up 0.49, FLuc inhib CS 46, STAT3 inh 4, FLuc stim CS 0.5, STAT1 activator 120, STAT3 activator 93, STAT1 blocker -21, APP transl inh -14 and APP 5'UTR act 14.
`COc1ccc(C(=O)NCc2ccc(C(=O)NCC(OC)OC)cc2)cc1OC` gave NF-kB expr up 1.2, ROMK mod -0.96, FLuc inhib CS -5, STAT3 inh -7, FLuc stim CS 1.1, STAT1 activator 104, STAT3 activator 107, STAT1 blocker -6, APP transl inh -8 and APP 5'UTR act 8.
`CCOC(=O)/C(C#N)=c1/s/c(=C2\C=Cc3ccccc3N2CC)c(=O)n1CC` gave NF-kB expr up 1.2, FLuc inhib CS 0, STAT3 inh 18, FLuc stim CS 1, STAT1 activator 102, STAT3 activator 94, STAT1 blocker -3, APP transl inh 16 and APP 5'UTR act -16.
`CC(=O)Cn1c(CN2CCCC2)nc2ccccc2c1=O` gave NF-kB expr up 1.5, FLuc inhib CS 1, STAT3 inh 2, FLuc stim CS 1, STAT1 activator 101, STAT3 activator 100, STAT1 blocker -2, APP transl inh 0 and APP 5'UTR act 0.
For CS(=O)(=O)N(CC(=O)NC1CC1)c1cccc(F)c1 the results were NF-kB expr up 1.1, ROMK mod -0.53, FLuc inhib CS 0, STAT3 inh -7, FLuc stim CS 1, STAT1 activator 103, STAT3 activator 107, STAT1 blocker -3, APP transl inh -4 and APP 5'UTR act 4.
CCCC1S/C(=N/N=C/c2ccc(OC)cc2)N(Cc2ccccc2)C1=O (stereo unspecified) was read as NF-kB expr up 0.96, FLuc inhib CS -4, STAT3 inh -2, FLuc stim CS 1, STAT1 activator 105, STAT3 activator 103, STAT1 blocker -5, APP transl inh 3 and APP 5'UTR act -3.
Screening Cc1ccc2nc(N3CCN(c4ccccc4F)CC3)c(C=O)c(=O)n2c1 returned NF-kB expr up 1.1, ROMK mod 0.13, FLuc inhib CS -1, STAT3 inh 14, FLuc stim CS 1, STAT1 activator 102, STAT3 activator 98, STAT1 blocker -3, APP transl inh -6 and APP 5'UTR act 7.
Screening COc1ccc(NC(=O)c2sccc2SCc2cccc(C(F)(F)F)c2)cc1 returned NF-kB expr up 1.4, FLuc inhib CS 2, STAT3 inh 8, FLuc stim CS 1, STAT1 activator 97, STAT3 activator 96, STAT1 blocker 4, APP transl inh -21 and APP 5'UTR act 21.
Screening O=C(N/N=C/c1cccnc1)c1ccccc1OCc1ccc(Cl)cc1 returned NF-kB expr up 1.4, ROMK mod 0.43, FLuc inhib CS 1, STAT3 inh -8, FLuc stim CS 1, STAT1 activator 93, STAT3 activator 108, STAT1 blocker 6, APP transl inh 28 and APP 5'UTR act -28.
`N#CCC(=O)Nc1ccc(C(=O)OCC(=O)Nc2ccccc2Sc2ccccc2)cc1` gave NF-kB expr up 0.81, ROMK mod 0.27, FLuc inhib CS -7, STAT3 inh -2, FLuc stim CS 1.1, STAT1 activator 93, STAT3 activator 103, STAT1 blocker 7, APP transl inh -28 and APP 5'UTR act 28.
CC1=C(C)C(=O)C(N2CCOCC2)=CC1=O was read as NF-kB expr up 0.95, FLuc inhib CS 1, STAT3 inh -58, FLuc stim CS 1, STAT1 activator 110, STAT3 activator 143*, STAT1 blocker -11, APP transl inh -3 and APP 5'UTR act 3.
For Cc1cc(NC(=O)COC(=O)C2COc3ccccc3O2)no1 (stereo unspecified) the results were NF-kB expr up 1.1, FLuc inhib CS -1, STAT3 inh -37, FLuc stim CS 1, STAT1 activator 118, STAT3 activator 132, STAT1 blocker -19, APP transl inh -8 and APP 5'UTR act 8.
For CCCC12CN(C(=O)c3ccc(OC)cc3)CC(C)(CN(C(=O)c3ccc(OC)cc3)C1)C2=O the results were NF-kB expr up 0.94, ROMK mod 1, FLuc inhib CS -6, STAT3 inh 6, FLuc stim CS 1.1, STAT1 activator 103, STAT3 activator 97, STAT1 blocker -3, APP transl inh -14 and APP 5'UTR act 14.
`O=C(CN1CCN(c2ccc(Cl)cc2)CC1)Nc1cccc(F)c1` gave NF-kB expr up 1.4, FLuc inhib CS -7, STAT3 inh 7, FLuc stim CS 1.1, STAT1 activator 96, STAT3 activator 97, STAT1 blocker 4, APP transl inh -1 and APP 5'UTR act 1.
Cc1csc(NC(=O)C2CCCN2C(=O)Oc2ccccc2)n1 (stereo unspecified) was read as NF-kB expr up 1.3, ROMK mod -0.18, FLuc inhib CS -11, STAT3 inh 4, FLuc stim CS 1.1, STAT1 activator 98, STAT3 activator 101, STAT1 blocker 1, APP transl inh 2 and APP 5'UTR act -2.
For Cc1onc(-c2c(F)cccc2Cl)c1C(=O)Nc1cccc(Cn2cccn2)c1 the results were NF-kB expr up 0.97, FLuc inhib CS -5, STAT3 inh 4, FLuc stim CS 1, STAT1 activator 98, STAT3 activator 98, STAT1 blocker 2, APP transl inh 11 and APP 5'UTR act -11.
Screening CCC(C)(C)NC(=O)C(c1ccccn1)N(C(=O)c1csnn1)c1ccccc1 (stereo unspecified) returned NF-kB expr up 1.2, ROMK mod 0.63, FLuc inhib CS -7, STAT3 inh 3, FLuc stim CS 1.1, STAT1 activator 98, STAT3 activator 103, STAT1 blocker 0, APP transl inh -7 and APP 5'UTR act 7.
COc1ccc(NC(=O)CCNC(=O)Cn2cnc3ccccc3c2=O)c(OC)c1 was read as NF-kB expr up 0.98, FLuc inhib CS -3, STAT3 inh 3, FLuc stim CS 1, STAT1 activator 96, STAT3 activator 100, STAT1 blocker 4, APP transl inh 3 and APP 5'UTR act -3.
